# Assay outcomes from PubChem.
# BL2 CD40 inh – CD40 pathway inhibition in BL2 cells; AID 1053188; actives 0.94% (n = 83,000); inhibition, % at 10 µM; BL2 NF-kB luciferase reporter, CD40L-induced, 4 h;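 active means mean inhibition of at least 50% with a set share of replicates also reaching that level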;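 further: 0% = neutral control wells and 100% = IKK inhibitor VII at 50 µM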
# Active calls of the source: *; [ ] = another dose, or the depositor's remark.
SMILES,BL2 CD40 inh
CCC/C(=N/NC(=O)c1ccccc1Cl)c1ccccc1,-18
CNc1nc(Cl)nc2ncn(C)c12,0
CCN(CC)CCn1c(=O)n(-c2ccc(Cl)cc2)c(=O)c2c3c(sc21)CN(C)CC3,-10
CCc1ccccc1NC(=O)CSc1nc2c(c(-c3ccco3)c1C#N)CCCC2,8
COCC(=O)N1[C@@H](CO)[C@@H](c2ccccc2)[C@@H]1CNC(=O)c1ccccn1,0
COc1ccc(NC(=O)CNc2cc(S(=O)(=O)N3CCOCC3)ccc2NCC2CCCO2)cc1 (stereo unspecified),-10
CCn1c(=O)c(C(=O)NNS(=O)(=O)c2ccc(C)cc2)c(O)c2ccccc21,15
CCOC(=O)Cc1csc(NC(=O)COc2cccc(C)c2)n1,14
CCC1Oc2ccccc2N(CC(=O)NCc2ccco2)C1=O (stereo unspecified),4
CCC(=O)NC[C@@H]1[C@@H](c2ccc(-c3ccc(OC)cc3)cc2)[C@@H](CO)N1C(C)=O,-12[25 µM]
CC(=O)N(C)C[C@H]1Oc2ncccc2C(=O)N(C)C[C@@H]1C,2
O=C(NNC(=O)c1n[nH]c2ccccc12)c1ccccc1,-43
O=C(N[C@H]1CC[C@H](CCNS(=O)(=O)c2cccc(Cl)c2)O[C@H]1CO)c1ccc(F)cc1,5
COCCNC(=O)[C@H]1[C@H](CO)[C@H]2Cn3c(cccc3=O)[C@H]2N1Cc1ccccc1OC,0[25 µM]
CCCNC(=O)N1[C@@H](CO)[C@H](c2ccccc2)[C@@H]1CNC(C)=O,0

# Continued, overlapping the part above by 4 compounds.
SMILES,BL2 CD40 inh
O=C(NNC(=O)c1n[nH]c2ccccc12)c1ccccc1,-43
O=C(N[C@H]1CC[C@H](CCNS(=O)(=O)c2cccc(Cl)c2)O[C@H]1CO)c1ccc(F)cc1,5
COCCNC(=O)[C@H]1[C@H](CO)[C@H]2Cn3c(cccc3=O)[C@H]2N1Cc1ccccc1OC,0[25 µM]
CCCNC(=O)N1[C@@H](CO)[C@H](c2ccccc2)[C@@H]1CNC(C)=O,0
COc1ccc(-c2oc(NC(C)=O)c(C#N)c2-c2ccc(OC)cc2)cc1,-4
Cn1cnc(S(=O)(=O)N[C@H]2CC[C@@H](CC(=O)NCC3CCCCC3)O[C@H]2CO)c1,3[25 µM]
CC(C)(C)c1nnc(NC(=O)c2cccnc2)s1,-15
COc1ccc(C#Cc2ccc3c(c2)[C@@H]2[C@@H](CCN2C(=O)c2ccccc2F)[C@@H](CO)N3C)cc1,-5[25 µM]
CCCCNC(=O)C1(C)CCCCN1C(=O)c1cc(-c2ccccc2)cs1 (stereo unspecified),-1
CCCNC(=O)N1[C@H](CO)[C@@H](c2ccccc2)[C@H]1CNC(=O)c1ccc(F)cc1,8
CCCN(C(=O)CSc1n[nH]c(-c2ccc(OC)cc2)n1)c1c(N)n(Cc2ccccc2)c(=O)[nH]c1=O,-2
COc1ccccc1CCC(=O)NC1CCCN(c2ccc(C(F)(F)F)cn2)C1 (stereo unspecified),6
Cc1ccnc(NC(=O)CCC(=O)c2cc(C)sc2C)c1,6
C[C@@H]1CN([C@H](C)CO)C(=O)c2cccc(NC(=O)c3nc4ccccc4s3)c2O[C@@H]1CN(C)C(=O)Nc1ccc(F)cc1,3
CCCC(=O)Nc1nc2ccc(C(=O)OCC)cc2s1,-97
Cc1ccc(C)c(S(=O)(=O)Nc2cc3c4c(c2)CCC(=O)N4CCC3)c1,-2
O=C(NC1CCS(=O)(=O)C1)c1ccc(Br)s1 (stereo unspecified),6
COC(=O)NCc1cc2cc(Cl)ccc2[nH]1,0
COc1ccc(OCC(O)CNCc2ccco2)cc1 (stereo unspecified),-4
CSC1(SC2=NCCN2)SC2(NCCN2)S1,3
COCC(C)NC(=O)c1ccc(CN2CCc3ccccc3C2)cc1 (stereo unspecified),-1
O=C(Nc1ccn(Cc2ccccc2)n1)c1ccc2c(c1)OCO2,-55
COc1ccccc1CSc1nc2c(c(=O)n(C)c(=O)n2C)n1C,12
COCCNC(=O)[C@H]1[C@H](CO)[C@H]2Cn3c(ccc(C4=CCCCC4)c3=O)[C@@H]1N2Cc1cocn1,-9[25 µM]
CCn1cc(C2=NOC(C(=O)Nc3ccc4c(c3)OCO4)C2)c(C)n1 (stereo unspecified),0
CCCCCC(=O)Nc1ccc(C(=O)COC(=O)Cn2cnc3c2c(=O)n(C)c(=O)n3C)cc1,-7
O=C(Nc1ccc2ccccc2c1)c1onc2c1CCCC2,13
CC1CCc2c(sc(NC(=O)CCCn3cnc([N+](=O)[O-])n3)c2C(N)=O)C1 (stereo unspecified),-2
C=CCn1c(SCC(=O)N(CCOC)c2c(N)n(CC(C)C)c(=O)[nH]c2=O)nc2ccccc21,2
CCCNS(=O)(=O)c1cc(Cl)ccc1OC,-6
CCOC(=O)N1CCN(C(=O)CCCOc2ccccc2)CC1,-80
COc1ccc(C(=O)c2c[nH]c(C(=O)NCCCN3CCOCC3)c2)cc1,6
OCc1nc2ccccc2n1CC(O)Cn1ccc2ccccc21 (stereo unspecified),7
Nc1ccc(CSc2ccc(Cl)cc2)c(Cl)c1,-48

# Some of these compounds in order of their number in BL2 CD40 inh, descending.
canonical_smiles | BL2 CD40 inh
OCc1nc2ccccc2n1CC(O)Cn1ccc2ccccc21 (stereo unspecified) | 7
COc1ccc(C(=O)c2c[nH]c(C(=O)NCCCN3CCOCC3)c2)cc1 | 6
CSC1(SC2=NCCN2)SC2(NCCN2)S1 | 3
CCn1cc(C2=NOC(C(=O)Nc3ccc4c(c3)OCO4)C2)c(C)n1 (stereo unspecified) | 0
CCCCCC(=O)Nc1ccc(C(=O)COC(=O)Cn2cnc3c2c(=O)n(C)c(=O)n3C)cc1 | -7
O=C(Nc1ccn(Cc2ccccc2)n1)c1ccc2c(c1)OCO2 | -55

# (next part)
SMILES,BL2 CD40 inh
COc1cc(NC(=O)CCC(=O)c2cccs2)cc(OC)c1,5
Cc1ccnc(NC(=O)C2CCN(S(=O)(=O)c3ccc(Cl)c(C(F)(F)F)c3)CC2)c1,13
COc1ccc(NC(=O)c2ccccc2Cl)cc1NC(=O)CN1CCOCC1,-1
O=C1NC(=O)C(c2cccs2)(c2cccs2)N1,-3
O=C(COC(=O)c1ccccc1O)NC1CCCc2ccccc21 (stereo unspecified),8
COc1cccc(-c2nc(CS(=O)(=O)c3ccccc3)no2)c1,-70
COCC(=O)Nc1ccc2c(c1)C(=O)N(C)C[C@H](OC)[C@@H](C)CN(C(=O)c1ccncc1)[C@H](C)CO2,-4[25 µM]
CN1CCN(C(=O)C23CC4CC(CC(C4)C2)C3)CC1,-12
O=C(c1cnccn1)N1CC(=O)N2[C@@H](CO)[C@H](c3ccc(-c4cccc(F)c4)cc3)[C@@H]2C1,-1[25 µM]
N#C[C@H]1[C@@H](c2ccccc2C2=CCCCC2)[C@H](CO)N1C(=O)c1cccc(F)c1,9[25 µM]
CC1CCN(S(=O)(=O)N2CCC(C(=O)O)CC2)CC1,5
COc1cccc(C(=O)C2CCCN(C/C=C/c3ccccc3OC)C2)c1 (stereo unspecified),5
Cc1ccc(S(=O)(=O)N(C)C[C@H]2Oc3ccc(NC(=O)Cn4cnnn4)cc3CC(=O)N([C@@H](C)CO)C[C@H]2C)cc1,-5
O=C(COC(=O)Cc1c(F)cccc1Cl)NCCC1=CCCCC1,8
Cc1c(C(=O)N(Cc2cccs2)C2CCS(=O)(=O)C2)oc2ccccc12 (stereo unspecified),21

# Looked up by compound from the list above, two records:
SMILES,BL2 CD40 inh
O=C1NC(=O)C(c2cccs2)(c2cccs2)N1,-3
N#C[C@H]1[C@@H](c2ccccc2C2=CCCCC2)[C@H](CO)N1C(=O)c1cccc(F)c1,9[25 µM]

# The list goes on.
SMILES,BL2 CD40 inh
CCCSCCCNC(=O)c1cc2c(s1)CS(=O)(=O)C2,-3
O=C(C1CCOCC1)N1CC(=O)N2[C@H](CO)[C@@H](c3ccc(C#CC4CCCCC4)cc3)[C@@H]2C1,-4[25 µM]
NC(=O)c1sc2nc(-c3cccs3)ccc2c1N,-96
Cn1c(=O)c2c(nc(NCC3CCCO3)n2Cc2ccccc2)n(C)c1=O (stereo unspecified),7
COc1ccc(C2C(C(=O)O)c3ccccc3C(=O)N2Cc2ccco2)cc1 (stereo unspecified),6
O=C(Nc1nc(=O)c2ccccc2s1)c1ccc(F)cc1,-70
CN(C)C(=O)c1ccc(-c2cccc(-c3nc(C(=O)NC4CCCC4)cc4c3[C@@H](CCO)N([S@](=O)C(C)(C)C)C4)c2)cc1,7
COc1ccc(CNC(=O)C(C)OC(=O)Cn2cnc3c2c(=O)n(C)c(=O)n3C)cc1 (stereo unspecified),-1
O=C(NCCc1c[nH]c2ccccc12)C1CCCN(S(=O)(=O)c2ccccc2)C1 (stereo unspecified),19
CCCN(CCC)S(=O)(=O)c1nc2nc(C)cc(C)n2n1,-2
Brc1cccc(Nc2ncnc3cc4nc[nH]c4cc23)c1,-13[25 µM]
Nc1nc(SCc2ccccn2)c2ncn(C3CCCC3)c2n1,-1
CC(C(=O)N1CCCC1)N(C)CC(=O)Nc1cccc(F)c1 (stereo unspecified),3
CCOC(=O)c1cc(-c2ccc(OC)cc2OC)nn1-c1ccc(C(=O)O)cc1,5
CN(CCOc1ccc(Cl)cc1)C(=O)CN1C(=O)NC2(CCCCC2)C1=O,8
COc1ccccc1CCNC(=O)c1cccc(S(=O)(=O)NCc2ccccc2)c1,1
Oc1ccccc1-c1cc(-c2ccc3c(c2)OCCO3)n[nH]1,54*
CCN(CC)S(=O)(=O)c1cccc2nsnc12,4
COc1ccc(S(=O)(=O)N2CCCC2CNC(=O)C(=O)NCc2ccco2)cc1 (stereo unspecified),13
N#C[C@H]1[C@H](c2ccccc2)[C@H](CO)N1C(=O)c1cc(Cl)cc(Cl)c1,7[25 µM]
CO[C@@H]1CN(C)C(=O)c2ccc(NC(=O)c3cccc(F)c3)cc2OC[C@@H](C)NC[C@@H]1C,2[25 µM]
COc1ccc(C(=O)Nc2ccc(S(=O)(=O)N3CCc4ccccc43)cc2)cc1,-22
Cn1c(=O)[nH]c(=O)c2c1nc(NCCCn1ccnc1)n2Cc1ccccc1,6
COCC(=O)N1CCC2(CC1)CN(C(=O)c1ccccn1)[C@@H](CO)c1c2c2ccc(OC)cc2n1C,-1[25 µM]
Cc1ccc(C(=O)Nc2nc3ccccc3n3nnnc23)cc1,5
CC(C)N1CCC(N2CCN(Cc3ccc(C#CC(C)(C)O)s3)CC2CCO)CC1 (stereo unspecified),-1
COc1ccccc1N(C)S(=O)(=O)c1ccc(C(=O)OCC(=O)Nc2cc(C)on2)cc1,4
CC(=O)c1ccc(-c2ccc(C(=O)NCC(c3ccc(F)cc3)N3CCOCC3)o2)cc1 (stereo unspecified),-9
C[C@H](CO)N1C[C@H](C)[C@@H](CN(C)C(=O)Nc2ccc3c(c2)OCO3)Oc2ccc(NS(=O)(=O)c3cccs3)cc2C1=O,-16[25 µM]
Nc1c(C(=O)CSc2nc3ccccc3o2)c(=O)[nH]c(=O)n1C1CC1,-25

# Grouped by structure: the entries above with a tert-butyl group.
SMILES,BL2 CD40 inh
CC(C)(C)c1nnc(NC(=O)c2cccnc2)s1,-15
CN(C)C(=O)c1ccc(-c2cccc(-c3nc(C(=O)NC4CCCC4)cc4c3[C@@H](CCO)N([S@](=O)C(C)(C)C)C4)c2)cc1,7

# (list continues)
SMILES,BL2 CD40 inh
Nc1nonc1-c1noc(N2CCCCC2)n1,-39
COc1ccc(NC(=O)N(C)C[C@H]2OCc3ccccc3-c3ccccc3C(=O)N([C@H](C)CO)C[C@@H]2C)c(OC)c1,-2[25 µM]
CN(C)c1ncnc2c1nnn2C1OC(CO)C(O)C1O (stereo unspecified),18
COCCNC(=O)CN(Cc1ccccc1)S(=O)(=O)c1ccc2nc(C)sc2c1,9
c1ccc2c(c1)COC(CNC1CCCCC1)OC2,0
O=C(CN1C(=O)NC2(CCCc3ccccc32)C1=O)Nc1ccccc1OC(F)F (stereo unspecified),2
COc1cccc(CN2[C@@H]3CNC[C@H]2C3c2ccc(/C=C/c3ccccc3)cc2)c1 (stereo partly specified),-16[25 µM]
Cc1ccnc(NC(=O)CNC(=O)c2cccs2)c1,-5
COc1ccc(C)cc1NC(=O)C(OC(=O)c1cnc(C)cn1)c1ccccc1 (stereo unspecified),9
CCOCCCNC(=O)C1CCN(C(=O)N(C)C)CC1,15
COc1ccc(C(=O)N2C=Cc3ccccc3C2C(N)=O)cc1 (stereo unspecified),23
CCCCOC(=O)Nc1nc2ccc(OC)cc2s1,-41
O=C(NCc1ccco1)c1cc(-c2cccnc2)nc2ccccc12,7
Cc1c(C(N)=O)sc2ncn(CC(=O)OC(C)C)c(=O)c12,1
CC(=O)Nc1ccc2c(c1)nc(CCN1CCN(c3ccccn3)CC1)n2C,6
CC(NCCCSc1ccccc1)C(O)c1ccc(O)cc1 (stereo unspecified),17
C[C@@H]1CN([C@H](C)CO)C(=O)c2ccccc2-c2ccccc2CO[C@H]1CN(C)C(=O)[C@@H](Cc1ccccc1)N(C)C,-5[25 µM]
CC(C)NCCCCOc1cccc(Br)c1,4
O=C(COC(=O)c1cccc2ccccc12)NCCCc1ccccc1,6
COc1ccc(/C=N/NC(=O)C2COc3ccccc3O2)cc1OC (stereo unspecified),1
CN(C)CC(=O)N1[C@H](C#N)[C@@H](c2ccc(-c3cccc(C(=O)N(C)C)c3)cc2)[C@H]1CO,1[25 µM]
CN(C)C(=O)c1cccc(-c2cnc3c(NC=O)cc(-c4cccc(C(F)(F)F)c4)cn23)c1,65*
NC(=O)c1ccsc1NC(=O)COC(=O)C1CC2CCCC(C1)C2=O (stereo unspecified),11
C/C=C/c1ccc([C@@H]2[C@@H](CO)N(C(=O)CC)[C@H]2CNC(=O)CC2CC2)cc1,-37
O=C(NCc1ccccn1)c1nc(-c2cccs2)no1,-12
Cc1nc2ccccn2c1C(=O)c1ccccc1,-2
COc1cc(CN2CCN(Cc3ccc(C)cc3)C(CCO)C2)ccc1O (stereo unspecified),7
Cc1cccc(C(C)C)c1NC(=O)CSc1ncnc2[nH]ncc12,-1
CO[C@@H]1CN(C)C(=O)c2ccc(NC(=O)c3cc(C)on3)cc2OC[C@@H](C)N(C(=O)C2CCC2)C[C@H]1C,-4

# The list is partial. The share of hits here may be higher or lower than overall.
